# HTT cytoprotect: protects HTT-Q103 PC12 cells, measured by ATP. PC12 HTT-Q103 induced, cytoprotection, ATP luminescence, 40 h. Potency, µM (doses to about 56.4 µM), for the others: cytoprotection (ATP increase), actives largely listed as activators. actives 0.14% (n = 230,000);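 further: potency means the concentration at half of the fitted maximal effect; % of control where 0% means no effect; nearly all actives have a fitted effect of over 45% in size; toxic huntingtin expression switched on by the ecdysone agonist tebufenozide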
#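 Cells were plated at 1500 per well in phenol red-free DMEM with 5% equine and 5% calf serum. Tebufenozide (100 nM final) and compounds were added, then ATPlite reagent, and luminescence was read.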
# CBFb-RUNX1 inh: blocks binding between human CBF-beta and RUNX1 | AlphaScreen CBFb-His/RUNX1-biotin binding, biochemical | 230,000 tested, under 10 active | Potency, µM (doses to about 59.8 µM), inactives show at the top dose activity, negative = inhibition, most hits filed as inhibitors; further: % of control where 0% means no effect
# Target sequence (Q01196 whole entry, looked up): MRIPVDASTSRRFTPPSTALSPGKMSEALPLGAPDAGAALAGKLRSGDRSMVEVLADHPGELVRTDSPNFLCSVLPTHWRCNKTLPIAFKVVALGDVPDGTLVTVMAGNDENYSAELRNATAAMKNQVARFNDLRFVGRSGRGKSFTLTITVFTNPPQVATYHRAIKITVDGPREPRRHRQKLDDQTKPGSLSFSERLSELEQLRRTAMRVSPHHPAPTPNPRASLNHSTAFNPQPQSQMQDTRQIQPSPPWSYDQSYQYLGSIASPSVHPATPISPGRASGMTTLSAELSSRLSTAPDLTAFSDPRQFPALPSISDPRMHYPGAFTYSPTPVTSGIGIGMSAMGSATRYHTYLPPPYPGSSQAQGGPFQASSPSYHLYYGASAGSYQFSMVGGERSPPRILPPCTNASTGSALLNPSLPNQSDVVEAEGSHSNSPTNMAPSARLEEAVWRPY
# Target sequence (Q13951 whole entry, looked up): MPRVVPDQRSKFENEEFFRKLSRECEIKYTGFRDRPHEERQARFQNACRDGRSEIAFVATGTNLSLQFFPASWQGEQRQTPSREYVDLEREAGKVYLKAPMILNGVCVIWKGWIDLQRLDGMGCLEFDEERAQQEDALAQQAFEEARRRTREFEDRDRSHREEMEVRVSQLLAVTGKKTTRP
#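 AlphaScreen binding: CBFb-His and RUNX1-biotin (30 nM each) preincubated 20 min, compound added for 15 min, then nickel and streptavidin beads for 90 min, all at room temperature. Disruption of the interaction by any mechanism counts as activity.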
# GAA glycogen: inhibitors or activators of human alpha-glucosidase glycogen cleavage; P10253; actives 0.38% (n = 300,000); Potency, µM (titrated, usually from 76.4 µM), for inactives: at the top dose activity change, negative = inhibition, hits mostly inhibitors; recombinant GAA, glycogen substrate, Amplex Red glucose oxidase fluorescence;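 further: potency means the concentration at half of the fitted maximal effect; 0% = full enzyme reaction and -100% = no-enzyme basal signal; the screen sought inhibitors and activators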
#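 qHTS, 1536-well; enzyme 4 nM final; cpd up to 77 uM; substrate bovine liver glycogen 30 ug; 50 mM citrate/phosphate pH 5.0, 0.01% Tween-20; 37 C, 40 min; Amplex Red detection 45 min RT; Hill fit → AC50.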
# GAA inhib: alpha-glucosidase (human) inhibition. purified human GAA, 4-MU-alpha-glucoside fluorescence. actives 0.005% (n = 200,000). Potency, µM (titrated, usually from 76.9 µM), inactives show at the highest dose activity change, negative = inhibition, usual class: inhibitors;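 further: potency means the concentration at half of the fitted maximal effect; plate controls were uninhibited enzyme wells for no effect and no-enzyme background for full effect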
#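 Read-out is 4-methylumbelliferone fluorescence (Ex 365/Em 440 nm) after NaOH/glycine stop at pH 10. Enzyme 4 nM, substrate 400 uM, pH 5.0 citrate buffer, 20 min room temperature; AC50 from Hill-equation concentration-response.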
# LMNA splice mod: LMNA splicing modulation; HeLa LMNA splicing GFP/RFP minigene ratio, 48 h; Potency, µM (highest dose often 46.1 µM), inactives show top-dose ratio change, negative = inhibition, actives largely listed as inhibitors; actives 0.01% (n = 200,000); AID 1487; active means well fitted inhibition curve with a large enough effect in the signal ratio, with a control signal flat, not every such curve was filed as active; inconclusive means small, poorly fitted or top-dose-only effect, or effect the other way, or a change in a side signal; the % refers to the signal ratio; further: potency means the concentration at half of the fitted maximal effect; on the % scale 0 is the no-effect control and ±100 the full control effect
#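 Read-out is the ratio of GFP to DsRed2 object intensity, acquired by 488 nm laser-scanning cytometry on HeLa lamin A-EGFP minigene reporter cells. Compound incubation 48 hrs at 37 °C in Opti-MEM with 2% FBS; DMSO 0.5% final.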
# HttQ103 aggreg: reduces HttQ103-GFP aggregates in PC12 cells. PC12 HttQ103-GFP aggregates, Acumen cytometry, 40 h. actives 1.1% (n = 220,000). Potency, µM (titrated, usually from 46.1 µM), without a hit: at the top dose activity change, negative = inhibition, actives largely listed as inhibitors. AID 1688; further: potency means the concentration at half of the fitted maximal effect; on the % scale 0 is the no-effect control and ±100 the full control effect; nearly all actives have a fitted effect of over 60% in size
#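 PC12 cells stably carrying ecdysone-inducible HTT exon 1 Q103–GFP were induced with tebufenozide (100 nM final) and treated with library compounds in titration. GFP aggregates in lysates were counted by laser scanning cytometry.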
# aGlu spleen mod: lysosomal alpha-glucosidase (human) modulation | actives 0.006% (n = 240,000) | Potency, µM (series often up to 79.9 µM), for the others: at the highest dose activity change, negative = inhibition, actives largely listed as inhibitors | human spleen homogenate, 4-MU-alpha-glucoside fluorescence | AID 2112;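 further: potency means the concentration at half of the fitted maximal effect; 0% = enzyme with vehicle and -100% = no enzyme basal signal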
#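 Enzyme source: human spleen homogenate, 1 ug/well. Buffer 50 mM citric acid/K phosphate pH 5.0, 0.01% Tween-20. 4-MU-alpha-glucoside 1 mM; 37 C x 40 min; NaOH/glycine stop; fluorescence.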
# Active calls of the source: *; ? = inconclusive; · = not tested or not shown; & = joins results of further samples; [ ] = remark or other dose. Unless noted, the call rests on the fitted dose curve; in most records, active means well fitted curve in the direction sought with a large enough effect; inconclusive means small, poorly fitted or top-dose-only effect, or another doubt; inactive means no such curve, though single readings can be large; an effect the other way counts as inactive or inconclusive. Outcome played no part in choosing rows. About 1.5% of those tested had a hit in this group.
# The first 5 records, ahead of the listing:
# Value order – HTT cytoprotect, CBFb-RUNX1 inh, GAA glycogen, GAA inhib, LMNA splice mod, HttQ103 aggreg, aGlu spleen mod
> O=C(CN1CCN(c2ccccc2F)CC1)c1c[nH]c2ccc(F)cc12
 : -3%, 1%, 1%, 1%, -7%, 4%, -2%
> O=C(CSc1n[nH]c(-c2ccc(Cl)cc2Cl)n1)Nc1ccccn1
 : -7%, -2%, -1%, -2%, -16%, 4%, -2%
> C/C(=N\OCC(=O)N/N=C/c1ccc(C)cc1O)c1cccs1
 : 2%, -6%, -2%, -3%, ?, ?, -5%
> Oc1ccc(C(=S)N2CCN(c3cccc(Cl)c3)CC2)cc1
 : ·, -11%, -11%, -4%, ?, 17%, -5%
> CCOC(=O)N1CCN(c2c(N3CCOCC3)c(=O)c2=O)CC1
 : -11%, 2%, 9%, -5%, 2%, 7%, -2%

# The list itself (from the top)
# Value order – HTT cytoprotect, CBFb-RUNX1 inh, GAA glycogen, GAA inhib, LMNA splice mod, HttQ103 aggreg, aGlu spleen mod
> O=C(CN1CCN(c2ccccc2F)CC1)c1c[nH]c2ccc(F)cc12
 : -3%, 1%, 1%, 1%, -7%, 4%, -2%
> O=C(CSc1n[nH]c(-c2ccc(Cl)cc2Cl)n1)Nc1ccccn1
 : -7%, -2%, -1%, -2%, -16%, 4%, -2%
> C/C(=N\OCC(=O)N/N=C/c1ccc(C)cc1O)c1cccs1
 : 2%, -6%, -2%, -3%, ?, ?, -5%
> Oc1ccc(C(=S)N2CCN(c3cccc(Cl)c3)CC2)cc1
 : ·, -11%, -11%, -4%, ?, 17%, -5%
> CCOC(=O)N1CCN(c2c(N3CCOCC3)c(=O)c2=O)CC1
 : -11%, 2%, 9%, -5%, 2%, 7%, -2%
> CCCCN(C)C(=O)CCC(=O)Nc1ccc2nc(N3CCOCC3)cc(C)c2c1
 : -33%, 0%, ?, ?, 11%, 30%, ?
> CCOC(=O)C(=O)NNc1ccccc1C
 : 6%[10 µM], -9%, ?, -2%, ?, -8%, -7%
> Cc1[nH]n(-c2ccc(Cl)cc2)c(=O)c1C=NC12CN3CN(CN(C3)C1)C2
 : 31%[10 µM], -5%, 11%, 1%, ?, ?, -7%
> Cc1occc1C(=O)NNC(=O)NC12CC3CC(CC(C3)C1)C2
 : 4%, 3%, -8%, -2%, -5%, -3%, -3%
> CCN1C(=O)CC(N2CCC(C(=O)N3CCCCCC3)CC2)C1=O (stereo not drawn)
 : -17%, 27%, 15%, 2%, ·, 8%, -20%
> C[C@@]1(C2CCCC2)Cc2cc(OCC(=O)O)c(Cl)c(Cl)c2C1=O
 : 9%&-18%, 7%&5%&11%, ·, ·, ?, ·, 8%&0%&-4%
> COc1ccc(Cn2c(N)c(S(=O)(=O)c3cccs3)c3nc4ccccc4nc32)cc1
 : -14%, 10%, -6%, 15%, 1%, 10%, 8%
> COc1cccc(NC(=O)c2ccn(C)n2)c1
 : -33%[10 µM], 2%, 0%, -1%, -9%, 13%, 1%
> COc1ccc(CCNC(=O)COc2ncnc3cc([N+](=O)[O-])ccc23)cc1
 : 13%[10 µM], 0%, 10%, -1%, -3%, -1%, -6%
> O=C(NCCN1CCOCC1)c1ccccc1[N+](=O)[O-]
 : -14%, -5%, 8%, -7%, 6%, 1%, 0%

# Record cards, as listed above:
# O=C(CN1CCN(c2ccccc2F)CC1)c1c[nH]c2ccc(F)cc12 reads HTT cytoprotect = -3%; CBFb-RUNX1 inh = 1%; GAA glycogen = 1%; GAA inhib = 1%; LMNA splice mod = -7%; HttQ103 aggreg = 4%; aGlu spleen mod = -2%
# O=C(NCCN1CCOCC1)c1ccccc1[N+](=O)[O-] reads HTT cytoprotect = -14%; CBFb-RUNX1 inh = -5%; GAA glycogen = 8%; GAA inhib = -7%; LMNA splice mod = 6%; HttQ103 aggreg = 1%; aGlu spleen mod = 0%

# Remaining list, next part:
# Value order – HTT cytoprotect, CBFb-RUNX1 inh, GAA glycogen, GAA inhib, LMNA splice mod, HttQ103 aggreg, aGlu spleen mod
> Cc1c2c(nc3nc4ccccc4n13)CC(C)(C)CC2=O
 : -2%[0.074 µM], 4%, -4%, -4%, -2%, ?, -12%
> CCCCn1c(-c2sccc2C)n[nH]c1=S
 : 6%[10 µM], 5%, -23%, -3%, ?, 2%[9.22 µM], 3%
> O=C(O)CCC(=O)Nc1ccccc1C(=O)N1CCN(c2ccc(Cl)cc2)CC1
 : 29%[10 µM], 7%, 14%, ?, 6%[46 µM], -2%[9.22 µM], -5%
> Cc1onc(-c2ccccc2)c1C1=N/C(=C\c2ccccc2F)C(=O)O1
 : -19%, 15%, 9%, -9%, 2%[46 µM], -15%, -3%
> Cc1nc(N)nc(-c2ccccc2O)n1
 : -7%, 2%, -5%, 1%, 3%, -15%, 5%
> Cn1c(=O)[nH]c(=O)c2c1nc(N1CCCCC1)n2CC(O)CN1CCCCC1 (stereo not drawn)
 : 7%, 1%, -7%, -3%, 2%, -6%, -1%
> COc1ccc(S(=O)(=O)NCCc2ccc(F)cc2)cc1
 : 1%, 9%, -4%, 2%, -4%, -26%, 1%
> Cc1cc(C)nc(N2C(=O)CC(C(C)c3ccccc3)C2=O)n1 (stereo not drawn)
 : -4%, 5%, 6%, -12%, 11%, -10%, -5%
> Cc1cc(C)cc(NC(=S)N(CCN2CCCCC2)Cc2ccco2)c1
 : -19%, 5%, 2%, -10%, ·, -5%, 0%
> CC(/C=N/NC(=O)c1cc(-c2cccn2C)n[nH]1)=C\c1ccccc1
 : 8%[10 µM], -24%, 6%, ·, ·, 36%[9.22 µM], -2%
> CC1(C)Cc2c(c(-c3ccccc3)nc3[nH][nH]c(=O)c23)CO1
 : 2%, 3%, 5µM*, -2%, -12%, -14%, -5%
> ClC(/C=N/n1cnnc1)=C/c1ccccc1
 : 3%[10 µM], 3%, -2%, ·, ·, 6%[9.22 µM], 0%
> Cc1noc(C)c1CSc1nnc(-c2ccncc2)n1-c1cccc(Cl)c1C
 : -12%[10 µM], 7%, 11%, -4%, -13%, 25%, 4%
> O=C(NCCc1ccccc1F)C(=O)Nc1nccs1
 : 3%, 0%, 4%, 1%, 0%, 9%, 2%
> Cc1cc(C)c(OCC(=O)Nc2nc3ccccc3[nH]2)c(C)c1
 : 13%[10 µM], 3%, 10%, -3%, -4%[46 µM], -2%, 7%

# Following part
# Value order – HTT cytoprotect, CBFb-RUNX1 inh, GAA glycogen, GAA inhib, LMNA splice mod, HttQ103 aggreg, aGlu spleen mod
> COc1ccc(C2SCCN2S(=O)(=O)c2ccccc2)cc1 (stereo not drawn)
 : 14%[10 µM], ?, -15%, -8%, ?, 0%[9.22 µM], 8%
> COC(=O)c1sc2nc(C)c([N+](=O)[O-])c(C)c2c1N
 : -3%[10 µM], -12%, -5%, 7%, -25%, ?, -11%
> Cc1[nH]nc(-c2ccc(O)c(C)c2O)c1-c1cnn(-c2ccccc2)c1
 : -10%[0.074 µM], -19%, ?, -20%, ?, -21%, -3%
> CC(=O)c1cc2cc(O)ccc2o1
 : 8%, 2%, -1%, ?, ?, 5%, ?
> Cc1ccc2nc(C)c(C(=O)NN=C3CCCCCC3)n2c1
 : 6%[10 µM], -1%, ?, 14%, 21%[46 µM], 5%[9.22 µM], 9%
> Cc1cc(Oc2ccc(OCC(N)=O)nn2)nc(Cl)n1
 : -17%, -2%, 1%, 5%, -1%[46 µM], 25%, -1%
> C/C(=N\NC(=O)c1ccc(Cl)cc1)c1cccs1
 : -167%[inhibitor], -4%, 5%, 12%, -11%[46 µM], -9%, 0%
> CCCCCCCCCCCCCCCCO
 : -9%, -2%&-7%, ·, ·, ?, 8%, -4%&-9%
> CC1(c2ccccc2)NC(=O)N(CC(=O)Nc2cccc(C#N)c2)C1=O (stereo not drawn)
 : -6%, 1%, 4%, 5%, ?, -10%, 0%
> COc1ccc(C2C(C(=O)O)CC(=O)N2c2ccc(OC)cc2)cc1 (stereo not drawn)
 : -4%[10 µM], 3%, 3%, 0%, -5%, 2%, -9%
> C=CCN1C(=O)c2ccc(C(=O)OCC(=O)N(C)C3CCCCC3)cc2C1=O
 : ?, 12%, 4%, -5%, ·, 11%, -4%
> Nc1ccc(Cl)c(S(=O)(=O)Nc2cccc(Cl)c2)c1
 : -35%[inhibitor], -8%, 4%, 2%, -15%[46 µM], 13%, -1%
> CCC1ON(C(C)C)C2c3nc4ccccc4n3CC12 (stereo not drawn)
 : 27%[10 µM], -1%, 4%, ·, ·, 27%[9.22 µM], -5%
> CC(=O)c1ccc2c(c1)OCCOCCOCCOCCO2
 : 3%[10 µM], 3%, -1%, ·, ·, -3%[9.22 µM], 0%
> O=c1cc(N2CCCCC2)c2ccccc2o1
 : -1%[10 µM], 3%, 1%, ?, 6%[46 µM], -8%[9.22 µM], -2%

# (list continues)
# Value order – HTT cytoprotect, CBFb-RUNX1 inh, GAA glycogen, GAA inhib, LMNA splice mod, HttQ103 aggreg, aGlu spleen mod
> COc1ccc(-c2nc(N3CCC(C)CC3)[nH]c(=O)c2C#N)cc1
 : -24%, -2%, -5%, -1%, -1%, -21%, -14%
> CCN(CC)CCN1C(=O)c2oc3ccccc3c(=O)c2C1c1ccc(C)cc1 (stereo not drawn)
 : 4%[0.074 µM], -5%, -13%, -18%, ?, 2%, -1%
> Nc1nc2nccc(-c3ccco3)n2n1
 : -4%[10 µM], -2%, -6%, 12%, ?, 9%, 1%
> Nc1nnnn1/N=C\c1ccc(Cl)c([N+](=O)[O-])c1
 : ?, -3%, -26%, 8%, 5%, -8%, -5%
